Source: PubChem BioAssay
SSB-PriA inh = inhibitors of Klebsiella pneumoniae PriA binding to SSB C-terminal tail, primary screen, biochemical, AlphaScreen | inhibition, % at 33 µM | AlphaScreen SSBct-PriA binding, biotinylated peptide | PriA–SSB C-terminal tail interaction (Klebsiella pneumoniae) | hit rate 0.6% among 430,000 | AID 1272365, 2023; in the data active = inhibition mostly above about 37%, no sharp cut-off; inactive = mostly below about 20%;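 note: plate controls were negative control peptide for no effect and reference peptide for full effect; strong numbers were not always called active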
PfHsp40 rescue = rescue of yeast from PfHsp40 toxicity, primary screen, S. cerevisiae, ATP luminescence; S. cerevisiae expressing PfHsp40, growth rescue; growth rescue, % at 12.5 µM; hit rate 0.68% among 340,000; in the data active = growth rescue above about 28%, passing the limit was not always enough; inconclusive = no clear call, values can overlap the other calls;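 note: yeast W303a lacking pdr1 and pdr3 grown in galactose medium; growth measured after three days at 30 °C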
TcdB inh = TcdB glycohydrolase inhibitors, primary screen, biochemical, single point, plate reader | inhibition, % at 9.99 µM | Toxin B (Clostridioides difficile), P18177 | TcdB glycohydrolase enzymatic assay | AID 652162, 2013 | hit rate 0.24% among 350,000; in the data active = inhibition above about 10%
CCHF vOTU inh = CCHFV vOTU protease inhibitors, primary screen, biochemical, Pep-AMC substrate, fluorescence; Crimean-Congo hemorrhagic fever virus L polyprotein viral ovarian tumor (vOTU) protease …; hit rate 0.55% among 370,000; inhibition, % at 11.5 µM; in the data active = inhibition above about 30%; note: 0% = vehicle wells with enzyme and 100% = no enzyme wells
SARS 3CLpro inh = SARS-CoV 3CLpro protease inhibitors, primary screen, biochemical, quenched FRET. inhibition, % at 6 µM. AID 1706, 2009. hit rate 0.14% among 290,000. recombinant SARS-CoV 3CLpro, quenched FRET peptide cleavage; in the data active = inhibition above about 12%
Anthrax LF prot = Bacillus anthracis LF protease inhibitors, primary screen, biochemical, multiplex microsphere, MLPCN library; Lethal factor (Bacillus anthracis), P15917; multiplex microsphere protease cleavage assay; inhibition, % at 10 µM; hit rate 0.12% among 360,000; note: plate controls were buffer without enzyme for full effect and enzyme alone for no effect
Target sequence (P15917 whole entry, looked up): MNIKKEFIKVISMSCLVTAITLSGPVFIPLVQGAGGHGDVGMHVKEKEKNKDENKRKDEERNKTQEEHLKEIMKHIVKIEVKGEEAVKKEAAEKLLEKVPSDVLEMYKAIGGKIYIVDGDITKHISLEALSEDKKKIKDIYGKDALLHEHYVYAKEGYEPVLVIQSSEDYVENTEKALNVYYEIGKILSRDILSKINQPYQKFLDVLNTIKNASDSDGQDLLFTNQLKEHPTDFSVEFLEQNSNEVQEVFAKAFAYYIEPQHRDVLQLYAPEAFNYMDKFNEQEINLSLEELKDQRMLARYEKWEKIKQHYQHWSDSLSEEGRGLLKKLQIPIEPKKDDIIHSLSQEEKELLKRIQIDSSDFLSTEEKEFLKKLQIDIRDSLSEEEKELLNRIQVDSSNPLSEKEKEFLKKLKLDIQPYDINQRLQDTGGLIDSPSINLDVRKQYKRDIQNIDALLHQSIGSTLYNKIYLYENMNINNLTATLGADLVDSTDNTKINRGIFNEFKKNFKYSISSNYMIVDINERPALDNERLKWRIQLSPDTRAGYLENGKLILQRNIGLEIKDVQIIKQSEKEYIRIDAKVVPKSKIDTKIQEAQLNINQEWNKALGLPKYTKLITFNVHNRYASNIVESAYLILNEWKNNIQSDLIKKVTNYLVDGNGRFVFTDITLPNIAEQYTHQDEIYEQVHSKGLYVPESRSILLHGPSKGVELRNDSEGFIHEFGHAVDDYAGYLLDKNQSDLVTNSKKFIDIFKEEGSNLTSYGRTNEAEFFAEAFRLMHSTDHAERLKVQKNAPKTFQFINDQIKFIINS
Yp Topo-I inh = Yersinia pestis topoisomerase I inhibitors, primary screen, biochemical, cleavage product accumulation, plate reader, single point. DNA topoisomerase I (Yersinia pestis CO92). AID 504884, 2011. Y. pestis Topo-I cleavage product accumulation. hit rate 0.064% among 360,000. activity, % at 10 µM; in the data active = activity above about 50%, passing the limit was not always enough; inconclusive = no clear call, values can overlap the other calls; note: inactives centre near 2
Vc quorum ag = inducers of Vibrio cholerae quorum light production without autoinducers, primary screen, BH1578 luxS cqsA deficient, single point; AID 588436, 2011; V. cholerae BH1578 lux reporter, luminescence, 6 h; hit rate 0.16% among 350,000; activation, % at 18.7 µM; in the data active = activation mostly above about 9.7%, no sharp cut-off; inconclusive = no clear call, values can overlap the other calls; inactive = mostly below about 3.7%; note: not every result past the cut was called active; inactives centre near 0; reference of the scale not given here
BoNT-A LC inh2 = BoNT/A light chain protease inhibitors, primary screen, biochemical, flow cytometry, MLPCN library. multiplex microsphere protease substrate cleavage. Botulinum neurotoxin type A light chain protease (Clostridium botulinum A str. ATCC 3502). hit rate 0.17% among 360,000. inhibition, % at 10 µM; note: plate controls were buffer without enzyme for full effect and enzyme alone for no effect
DUSP3 inh = VHR1 phosphatase inhibitors, primary screen, biochemical, absorbance, uHTS | Dual specificity protein phosphatase 3 (Homo sapiens), P51452 | recombinant VHR phosphatase, pNPP absorbance | hit rate 0.52% among 290,000 | inhibition, % at 13.3 µM; in the data active = inhibition above about 50%; note: some compounds called inactive have numbers as strong as hits
Target sequence (P51452 whole entry, looked up): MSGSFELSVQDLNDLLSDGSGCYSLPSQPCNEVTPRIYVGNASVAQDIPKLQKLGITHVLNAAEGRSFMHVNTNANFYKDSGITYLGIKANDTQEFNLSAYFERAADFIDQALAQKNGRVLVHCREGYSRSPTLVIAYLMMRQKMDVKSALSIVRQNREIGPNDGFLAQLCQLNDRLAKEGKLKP
The depositor's hits bear a star; i = inactive; ? = inconclusive; . = no result given. Cut-off read from the data, not from the text of the source, unless noted: active = inhibition above about 30%; inconclusive = no clear call, values can overlap the other calls; inactive = below that. Not all compounds are listed (hit frequency here may not be typical).

cpd	molecule	SSB-PriA inh	PfHsp40 rescue	TcdB inh	CCHF vOTU inh	SARS 3CLpro inh	Anthrax LF prot	Yp Topo-I inh	Vc quorum ag	BoNT-A LC inh2	DUSP3 inh
1	Cc1oc(-c2cc3c(cc2Cl)OCO3)nc1CN1CCCC(C(=O)N2CCOCC2)C1 (stereo not drawn)	-24	0.6	-0.8	-7	2	4	-10	i	0.6	20
2	NNC(=O)CNC(c1ccccc1)c1cc(Br)ccc1NC(=O)c1cccc(Cl)c1 (stereo not drawn)	-9	-0.1	-0.2	-2	9	2	-4	i	0.3	1
3	COC(=O)[C@H](Cc1ccccc1)NC(=O)NCc1ccc(S(N)(=O)=O)cc1	1	0.1	.	-13	1	-2	0	0.0	-0.7	22
4	COCCn1c(SCC(=O)Nc2ccc(C(C)=O)cc2)nc2c([nH]c3ccccc32)c1=O	-10	-0.4	-0.7	0	-2	-4	2	-0.5	-0.2	-4
5	CN(C)CCN=Cc1c(O)n(Cc2ccco2)c(=O)[nH]c1=O	-10	-1.6	.	-5	2	2	1	-1.5	-1.1	16
6	CN1CCN(c2ncnc3c2ncn3[C@H]2CN(Cc3cccnc3)C[C@@H](CO)O2)CC1	.	.	0.7	6	.	0	-3	-0.2	-0.2	.
7	CCCCNC(=O)c1nc(C2CCN(S(=O)(=O)c3ccccc3)CC2)oc1-c1cccc(C(F)(F)F)c1	.	.	0.6	3	.	-10	.	.	-0.1	.
8	Nc1[nH]nc2c1NN(c1ccc(Cl)cc1Cl)N2	15	-2.4	.	-3	-1	3	-5	-0.3	0.1	4
9	CC1(C)Oc2ccc3ccc(=O)oc3c2/C(=C/N)C1=O	.	0.6	.	3	-5	-5	1	-0.3	0.5	21
10	N#Cc1cc2sc3nnc(-c4ccncc4)n3c2cc1C#N	6	2.4	2.9	0	-1	2	4	i	0.3	6
11	CCOC(=O)c1c(NC(=O)CSc2nnc(-c3ccncc3)n2Cc2ccco2)sc(C)c1C	10	3.7	.	10	-4	-4	22	-2.0	1.0	33
12	O=C(CC1C(=O)NCCN1Cc1cccc(Oc2ccccc2)c1)NCCc1cnccn1 (stereo not drawn)	-6	2.8	0.6	-1	0	-1	7	1.1	0.4	-7
13	COc1ccc(C(=O)Nc2ccc(S(=O)(=O)N3CCOCC3)cc2)cc1OC	-24	-0.4	.	-4	-2	-2	2	4.6	-0.1	14
14	COc1ccccc1Oc1ccc(S(=O)(=O)N2CCN(C)CC2)cc1	1	-0.8	-0.3	2	-3	-5	7	i	-1.2	0
15	CCn1c(N2CCN(C(=O)c3ccco3)CC2)nc2ccccc21	-1	-0.1	0.2	1	5	13	-4	i	-4.6	17
16	C=CCNC(=O)C1CCN(S(=O)(=O)CC)CC1	-1	-0.4	.	8	1	-3	9	i	-2.8	9
17	Cc1ccc(S(=O)(=O)Nc2nc(C)cc(NN)n2)cc1	4	-0.5	1.1	2	2	.	0	-0.8	.	-7
18	Cc1nn(Cc2ccccc2)c(C)c1C(=O)NCCN1C(=O)S/C(=C\c2ccccc2)C1=O	-4	2.0	2.5	1	0	-1	3	-1.4	-1.1	23
19	O=C(CN1C(=O)NC2(CCCC2)C1=O)OCc1ccccc1	1	-0.8	-0.3	-3	.	-2	-6	i	0.3	.
20	COC(=O)c1ccccc1NCC(=O)c1ccc(OC)cc1	-6	1.0	1.0	6	0	0	32	-0.7	-0.2	2

Continued; it opens with the 2 that closed the last part.
cpd	molecule	SSB-PriA inh	PfHsp40 rescue	TcdB inh	CCHF vOTU inh	SARS 3CLpro inh	Anthrax LF prot	Yp Topo-I inh	Vc quorum ag	BoNT-A LC inh2	DUSP3 inh
19	O=C(CN1C(=O)NC2(CCCC2)C1=O)OCc1ccccc1	1	-0.8	-0.3	-3	.	-2	-6	i	0.3	.
20	COC(=O)c1ccccc1NCC(=O)c1ccc(OC)cc1	-6	1.0	1.0	6	0	0	32	-0.7	-0.2	2
21	Cc1ccc(C(=O)N2C3=C(CCCC3)C(=O)NC23CCCCC3)cc1	-1	-1.6	2.2	5	-1	0	-10	i	0.1	20
22	CC(O)c1nc2ccccc2n1CC(=O)N1CCN(c2ccccc2)CC1 (stereo not drawn)	-3	2.1	0.0	14	0	5	13	-0.4	-0.4	22
23	COc1cc(C(=O)N2CCN(S(=O)(=O)c3ccc(C(C)C)cc3)CC2)ccc1OCC(=O)N1CCOCC1	-6	0.1	-1.3	-2	.	-7	21	i	-0.7	.
24	CC(C)c1ccc(CN2CCC2(C)C(=O)Nc2cnc3ccccc3c2)cc1 (stereo not drawn)	.	.	1.0	21	.	-1	14	-0.3	-0.4	.
25	O=C(CSc1ncn[nH]1)NC1CC2CCC1C2 (stereo not drawn)	2	2.8	.	0	-9	0	5	-1.8	-1.1	-8
26	CC1(C)NC(C)(C)/C(=C\c2cccs2)C(=O)C1=O	-8	-1.0	0.8	5	0	-1	-9	-0.5	-0.4	30
27	CC[N+](CC)(CC)C/C=C/CN1CCCCC1	-13	-1.9	-0.3	-12	-4	-3	2	-3.3	-1.1	8
28	Cc1cc(Cl)c2oc(C(=O)NCCN3CCOC3=O)c(C)c2c1	-7	0.0	0.5	-1	-1	-3	1	-0.2	1.9	-15
29	CC1CC(NC2=NCCS2)CC(C)(C)C1 (stereo not drawn)	4	-0.2	-0.5	-2	7	-2	10	i	-0.4	-11
30	CCCCCN(C(=O)CCC(=O)OCCOc1ccccc1)c1c(N)n(CCCC)c(=O)[nH]c1=O	-2	-0.1	2.8	9	.	3	5	i	0.6	.
31	CCc1ccc2[nH]c(O)c(N=NC3=NC(=O)CS3)c2c1	-1	-0.1	-0.7	28	0	-6	-9	-0.3	0.5	16
32	Cc1cc(C)c(OCC(=O)OCC(=O)NC2CCCCCCC2)c(C)c1	-29	-1.5	0.7	21	-2	10	20	i	9.3	6
33	O=C(Oc1ccc2ccc(=O)oc2c1)c1ccccc1	-9	-0.1	0.7	-279	10	-12	-1	1.0	-3.3	9
34	Cn1c(N)c(C(=O)COC(=O)c2cccc(S(=O)(=O)NCc3ccccc3)c2)c(=O)n(C)c1=O	-6	-0.6	1.0	5	.	-5	7	-0.6	-0.4	.
35	Cc1ccc(C(=O)OC(C)C(=O)Nc2ccc(S(N)(=O)=O)cc2)cc1S(=O)(=O)N1CCOCC1 (stereo not drawn)	-2	0.4	-0.7	-8	.	-2	-6	i	-0.4	.
36	O=C(N/N=C/c1ccc(O)c(Br)c1)c1cc2c(ccc3ccccc32)o1	.	-0.4	-3.8	-1	1	-1	-6	i	1.2	2
37	COCCn1nnnc1C(c1ccccc1)N1CCN(Cc2ccc3c(c2)OCO3)CC1 (stereo not drawn)	-4	1.7	.	5	2	-1	-4	i	-0.6	24
38	C#CCOCCOCCOCCNc1nc(N2CCN(C(=O)C([C@@H](C)CC)n3cc(C(N)Cc4ccc(O)cc4)nn3)CC2)nc(N2CCN(C(=O)[C@H](CCC(=O)O)n3cc(C(N)CC(C)C)nn3)CC2)n1 (stereo partly drawn)	-29	-1.0	0.5	5	-3	-4	-13	-0.5	-0.7	12
39	Cc1cc(CN2C(=O)c3ccccc3C2=O)cc(N2CCOCC2)c1	-8	-1.4	0.9	5	-2	0	-9	0.1	-0.3	36
40	Cc1ccc(C(=O)OCC(=O)NCCc2ccccc2)cc1C	-4	0.7	0.4	-2	.	-4	15	-1.2	0.7	.

cpd	molecule	SSB-PriA inh	PfHsp40 rescue	TcdB inh	CCHF vOTU inh	SARS 3CLpro inh	Anthrax LF prot	Yp Topo-I inh	Vc quorum ag	BoNT-A LC inh2	DUSP3 inh
41	CCOC(=O)CSC1=N/C(=C\c2ccc(OC)c(OC)c2)C(=O)N1C	-6	-0.5	1.0	11	0	2	10	-0.2	0.7	-14
42	CC(=O)C(C)n1cnc2scc(-c3ccc(C)cc3)c2c1=O (stereo not drawn)	-12	0.3	1.2	-8	1	-9	2	-0.3	-1.0	-5
43	COc1ccc(/C=N/NC(=O)Cc2n[nH]c(=O)[nH]c2=O)cc1	.	-0.7	0.4	-7	5	2	2	i	-0.6	20
44	O=C(COC(=O)C1(c2cccc(F)c2)CCCC1)NCc1cccs1	-22	-0.5	1.9	-9	2	-3	22	-0.5	-0.1	13
45	O=C1C=C(C2OC(CO)C(O)C2O)C(=O)N1 (stereo not drawn)	-2	-0.4	0.4	-3	.	7	-3	-0.3	-0.5	.
46	C=CCn1c(COc2ccccc2F)nnc1SCC(=O)NC(=O)NCc1ccco1	0	0.6	.	-16	0	-2	1	i	-1.4	19
47	O=C1NC(c2cc3ccccc3nc2Cl)Nc2ccccc21 (stereo not drawn)	-5	1.4	0.2	-13	3	-3	-4	-0.2	1.2	-8
48	CCOC(=O)c1c(NC(=O)CSc2nnc(-c3ccc(OC)cc3)o2)sc2c1CCC2	-5	0.6	.	10	3	6	4	-0.6	0.1	.
49	CC(C)NC(=O)CSc1nnc(-c2ccc(F)cc2)c2ccccc12	-6	0.0	5.1	4	1	-2	6	-0.2	0.4	12
50	Cc1cccc(OCC(=O)Nc2ccc(NC(=O)c3ccco3)cc2)c1	0	0.1	-0.6	6	-1	8	5	i	4.2	11
51	CCOC(=O)CCC(=O)N1CCNC(=O)C1	-23	0.3	0.3	4	-2	-2	-1	-0.2	-0.6	11
52	Cc1ccc(S(=O)(=O)Nc2ccccc2F)cc1C(=O)NCc1ccco1	-5	-0.9	0.2	0	.	4	-8	-2.5	-0.8	.
53	CC(=O)N1c2ccc(S(=O)(=O)N3CCC(C(=O)Nc4ccccn4)CC3)cc2CC1C (stereo not drawn)	3	-0.2	0.6	13	0	1	0	-0.5	-1.5	21
54	CCCCn1c(N)c(N(CCC(C)C)C(=O)C2CC(=O)N(c3ccc(OC)cc3OC)C2)c(=O)[nH]c1=O (stereo not drawn)	2	.	3.4	10	.	-5	-10	i	-1.8	.
55	Cc1ccc(C(=O)Cc2cc3ccccc3oc2=O)c(C)c1	-12	?	0.7	-5	-1	-6	2	-2.2	0.1	-29
56	CCO[C@H]1OC(C(=O)N2CCOCC2)=C[C@@H](c2ccccc2)[C@@H]1CCCO	-2	-0.8	1.0	-8	-5	-6	-4	-0.8	0.0	3
57	O=C(Nc1ccc2c(c1)OCO2)c1cc2n(n1)C(C(F)(F)F)CC(c1ccccc1)N2 (stereo not drawn)	4	-1.3	.	12	4	?	7	-0.3	1.0	25
58	C=CCn1c(SCC(=O)Nc2cc(NC(C)=O)ccc2OC)nnc1-c1ccccn1	-1	-1.3	.	3	6	0	12	i	?	29
59	O=C(CSc1ccc(F)cc1)N1CCN(S(=O)(=O)c2ccccc2)CC1	-12	1.3	0.4	21	5	2	-3	0.9	-0.6	2
60	CC(Sc1nnc(-c2ccccc2)c(-c2ccccc2)n1)C(=O)Nc1ncc(Cl)cc1Cl (stereo not drawn)	3	3.2	0.1	1	4	-1	31	-0.3	0.6	6
61	CC/C(=N\NC(=O)c1ccc2c(c1)OCO2)c1ccccc1	.	-0.3	3.5	4	-1	0	1	-0.7	0.1	18
62	CS(=O)(=O)c1ccc(Cl)c(NC(=O)COC(=O)CNC(=O)c2ccccc2)c1	-11	-1.5	0.0	5	4	12	22	-0.4	3.1	32
63	CCCCNC(=O)c1cccc2c(=O)c(C)c(-c3ccccc3)oc12	-14	-0.3	-1.3	-2	5	2	14	-0.4	-0.8	14
